From PubChem BioAssay
KOR beta-arrestin-1: KOR agonists, beta-arrestin recruitment, primary screen, cell-based, luminescence, uHTS (AID 1777) | Kappa-type opioid receptor (Homo sapiens) | KOR beta-arrestin recruitment, luminescence; higher % means a stronger effect | activation, % at 10 µM; hits with a dose series show EC50 in µM | 0.02% of 280,000 active; in the data active means activation above about 50%, passing the limit was not always enough; further: a part of the inactive calls stands beside numbers as strong as those of hits
NOD1 NF-kB reporter: NOD1 signaling inhibitors, primary screen, cell-based, luminescence, uHTS (AID 1578) | NOD1-driven NF-kB luciferase reporter cells, luminescence; higher % means a stronger effect | inhibition, % at 4 µM; hits with a dose series show EC50 in µM | 1% of 290,000 active; in the data active means inhibition mostly above about 36%, no sharp cut-off; inactive means mostly below about 34%;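 further: HEK-293T reporter cells stimulated with the NOD1 agonist gamma-tri-DAP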
GPR55 LPI antagonism: GPR55 antagonists blocking LPI-driven arrestin recruitment, primary screen, imaging, U2OS, beta-arrestin-GFP, LPI agonist (AID 2013) | one-dose inhibition, % at 10 µM; IC50 in µM for titrated hits | G-protein coupled receptor 55 (Homo sapiens) | U2OS GPR55 beta-arrestin-GFP translocation imaging, LPI antagonism; higher % means a stronger effect | 0.13% of 290,000 active;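 active means spots per cell inhibited over 60%, with over 100 cells counted and total cytoplasm intensity under 500,000; inconclusive means wells with under 100 cells, flagged as likely toxic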;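 further: U2OS cells stably carrying GPR55 and arrestin-GFP stimulated by 5 µM LPI near EC80; imaged beta-arrestin-GFP aggregate spots per cell after agonist stimulation; plate controls were LPI-stimulated DMSO wells for no effect and DMSO wells without LPI for full effect; some results filed as inactive read as strong as hits; confirmed hits need IC50 under 10 µM and bright autofluorescent wells are also inconclusive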
KOR beta-arrestin-2: KOR antagonists, beta-arrestin recruitment, cell-based, luminescence, uHTS (AID 1778). Kappa-type opioid receptor (Homo sapiens). KOR beta-arrestin recruitment, luminescence, antagonist mode; higher % means a stronger effect. inhibition, % at 10 µM; hits with a dose series show IC50 in µM. 0.091% of 290,000 active; further: strong numbers were not always called active
NTR1 agonist: agonists of NTR1, primary screen, imaging, U2OS cells, beta-arrestin-GFP, high content (AID 493036); NTR1-U2OS beta-arrestin-GFP spot imaging, agonist mode; 0.17% of 330,000 active; Neurotensin receptor type 1 (Homo sapiens), P30989; activation, % at 20 µM;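 active means activation at or above 40% of the spot to cytoplasm intensity ratio, with at least 20 cells analyzed; inconclusive means wells under 20 cells, flagged as cytotoxic or low count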;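 further: 0% = DMSO without peptide and 100% = 100 nM NTR1 peptide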
Target sequence (P30989 whole entry, looked up): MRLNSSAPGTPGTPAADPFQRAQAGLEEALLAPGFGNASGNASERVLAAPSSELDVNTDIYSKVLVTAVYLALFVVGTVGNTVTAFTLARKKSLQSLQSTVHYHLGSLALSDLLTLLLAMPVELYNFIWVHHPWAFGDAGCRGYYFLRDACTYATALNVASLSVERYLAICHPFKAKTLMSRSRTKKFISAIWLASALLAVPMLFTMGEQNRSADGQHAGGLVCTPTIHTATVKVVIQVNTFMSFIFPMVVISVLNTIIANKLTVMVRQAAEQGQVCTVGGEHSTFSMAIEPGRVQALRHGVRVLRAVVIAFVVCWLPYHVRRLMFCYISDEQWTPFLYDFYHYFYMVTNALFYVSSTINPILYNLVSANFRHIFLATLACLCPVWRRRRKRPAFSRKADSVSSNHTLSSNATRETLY
GPR55 beta-arrestin: GPR55 agonists via beta-arrestin recruitment, primary screen, imaging, U2OS cells, beta-arrestin-GFP redistribution (AID 1961); U2OS GPR55 beta-arrestin-GFP redistribution imaging; higher % means a stronger effect; one-dose activation, % at 10 µM; EC50 in µM for titrated hits; 0.048% of 290,000 active; G-protein coupled receptor 55 (Homo sapiens);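 active means activation above 40% with more than 50 cells counted in the well; inconclusive means wells holding fewer than 50 cells, flagged as toxic or sparse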;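 further: U2OS osteosarcoma cells stably expressing GPR55 and beta-arrestin-GFP; plate controls were DMSO negative control for no effect and LPI positive control for full effect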
T cell HTS: modulators of CD8 T cell-vesicle binding, primary screen, mouse 2C CD8+ T cells, flow cytometry. 2C CD8+ T cell-vesicle binding; hits give low values. calls only at 7 µM. 0.068% of 330,000 active. AID 2052, 2009;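 active means response, share of CD8 T cells binding vesicles, and their 90th percentile fluorescence all below set limits, cut at about 80% in these data, passing the limit was not always enough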
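Assay system – 2C mouse CD8+ T cells · Also added – QL9-loaded Drosophila micro-vesicles · Timing – Cell–vesicle co-incubation 1.5 h at 37 °C, staining 20 min on ice · Signal – flow cytometry of vesicle-bound cells · Measure – percent CD8+ FL2 mean versus row control · Controls – Peptide-free naked vesicles (low) and QL9 vesicles with 0.7% DMSO vehicle (high)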
Myeloid diff 2: induction of myeloid progenitor differentiation, primary screen, cell-based, flow cytometry, MLPCN library | 1% of 360,000 active | calls only at 10 µM | ER-HoxA9 myeloid progenitors, lysozyme-GFP differentiation;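 active means normalized GFP-positive differentiation at or above the plate's own cutoff, the solvent-only control mean plus 3 SD; inconclusive means no clear call, values can overlap the other calls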;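 further: cells exposed to compound for four days before flow analysis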
HEK293 NOD2/NF-kB: NOD2 signaling inhibitors, cell-based, luminescence, uHTS, HEK293 (AID 1566); HEK293 NOD2/NF-kB luciferase reporter, luminescence; higher % means a stronger effect; inhibition, % at 4 µM; hits with a dose series show EC50 in µM; 0.63% of 290,000 active; further: many of its hits are not listed in these tables
T cell HTS vesicle-bound %: also measured in T cell HTS; calls as there; double positive events, %; measured here: CD8+ vesicle-bound cell fraction;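 binding gate set so that unloaded-vesicle control wells show 10% double positive cells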
NTR1 agonist cell count 20 µM: second read-out of NTR1 agonist, no call of its own (marks repeat the call); cell count; measured here: cell count, cytotoxicity flag
Myeloid diff 2 GFP+ MAC1+ %: second read-out of Myeloid diff 2, no call of its own (marks repeat the call); GFP+ MAC1+ double positive, %; measured here: differentiation confirmed by MAC1 staining
An asterisk follows results filed as active; i = inactive; ? = inconclusive; · = not tested or not shown; & = joins results of further samples; [ ] = remark or other dose. Unless noted, no stated cut-off is given here; in the data, active means inhibition above about 50%; inactive means the rest. The list is partial. The share of hits here may be higher or lower than overall.

SMILES	KOR beta-arrestin-1	NOD1 NF-kB reporter	GPR55 LPI antagonism	KOR beta-arrestin-2	NTR1 agonist	NTR1 agonist cell count 20 µM	GPR55 beta-arrestin	T cell HTS	T cell HTS vesicle-bound %	Myeloid diff 2	Myeloid diff 2 GFP+ MAC1+ %	HEK293 NOD2/NF-kB
N=c1ncn(Cc2ccccc2)c2nc(SCCOc3ccccc3)[nH]c12	-3.8%	-6%	-6%	26%	2.1	65	-0.2%	i	54	i	2.0	-3%
O=C(O)c1csc(-c2ccc(Cl)cc2)n1	5.0%	-46%	0%	-52%	4.7	53	-0.5%	i	14	i	0.7	5%
COC(=O)c1[nH]c2ccccc2c1NC(=O)C(C)N1CCOCC1 (configuration not stated)	5.9%	-8%	6%	-4%	-0.1	73	-0.1%	i	14	i	1.1	11%
CCN(CC)C(=O)c1sc(N)c(C(=O)OC(C)C)c1C	-3.1%	-17%	-10%	-5%	0.8	83	0.4%	i	34	i	0.8	11%
O=C1CCC([N+](=O)[O-])C(c2cccc3ccccc23)N1 (configuration not stated)	3.9%	-37%	-2%	-61%	-0.9	60	-0.1%	i	9	i	0.4	-11%
Cc1ccc(NC(=O)CN(C)C(=O)CSc2ncc(C(F)(F)F)cc2Cl)cc1	2.8%	-27%	-4%	-46%	-2.3	61	1.0%	i	53	i	0.7	-21%
COc1ccc(C(C[N+](=O)[O-])c2c(C)[nH]c3ccccc23)cc1OC (configuration not stated)	-0.7%	-21%	8%	-6%	4.2	55	-0.1%	i	27	i	1.6	-5%
O=C(CN1CCOCC1)N/N=C/c1ccc(-c2cccc(Cl)c2Cl)o1	1.6%	-9%	7%	-17%	0.4	46	-0.2%	i	45	i	0.8	12%
CC1(C)C[C@@H]2C[C@@](C)(CN2C(=O)c2ccccc2)C1	2.2%	-7%	-11%	13%	-0.1	53	0.0%	i	20	i	0.2	-6%
O=C(NCC(=O)N1CCN(S(=O)(=O)/C=C/c2ccccc2)CC1)c1ccccc1F	-2.1%	-24%	-6%	-1%	0.0	72	-0.5%	i	42	i	0.4	0%
CC(C)c1nnc(NC(=O)c2ccc3c(c2)OCO3)s1	·	63%*	3%	19%[20 µM]	-0.5	33	0.2%	i	27	i	0.8	-36%
CCN(CC)S(=O)(=O)c1cc(NC(=O)c2cc(-c3ccccn3)nc3ccccc23)ccc1C	2.6%	31%	-9%	-47%	3.5	40	-0.3%	i	24	i	1.2	-18%
Cc1cc(C)c(NC(=O)c2cc3c(nc4sccn43)s2)c(C)c1	-4.1%	-12%	4%	-2%	-0.6	67	-0.2%	i	46	i	2.7	-2%
CCn1c(=O)n(-c2ccc(Cl)cc2)c(=O)c2c3c(sc21)COC(C)(C)C3	3.9%	4%	-2%	-9%	3.6	70	-0.1%	i	28	i	1.0	16%
COc1ccc(C(c2c(C)n(C)n(-c3ccccc3)c2=O)c2c(C)n(C)n(-c3ccccc3)c2=O)cc1	-0.9%	-11%	-5%	-28%[20 µM]	0.1	54	-0.3%	i	64	i	0.4	1%
COc1ccc(Cc2nc(-c3ccc(-n4cccc4)cc3)no2)cc1	3.8%	-14%	4%	-23%	-0.6	55	-0.1%	i	55	i	2.0	8%
CCCCC(=O)Nc1cccc(NC(=S)NC(=O)Cc2ccccc2)c1	12%	-24%	14%	-8%	1.1	46	0.3%	i	49	i	1.4	1%
CCOC(=O)C1CCCN(c2ncnc3c2cnn3-c2ccc(OC)cc2)C1 (configuration not stated)	0.4%	-16%	12%	6%	-0.7	68	0.1%	i	15	i	1.7	-4%
O=C(NCCCN1CCc2ccccc2C1)Nc1ccc(Cl)cc1	-0.3%	·	15%	6%	3.0	43	-0.2%	i	21	i	0.5	22%
COC(=O)C1=NN(c2ccc(Cl)cc2)C2C(=O)N(c3ccccc3OC)C(=O)C12 (configuration not stated)	-0.1%	-28%	12%	-4%	1.2	44	-0.2%	i	8	i	0.3	10%
CC(=O)N1CCN(C(=O)C2(NC(=O)Nc3ccccc3Cl)CCCCC2)CC1	-2.8%	-10%	11%	-6%	1.6	54	-0.2%	i	50	i	0.7	1%
COc1ccc(/C(C)=N/NC(=O)CNC(=O)/C=C\c2ccco2)cc1	0.9%	-15%	-6%	-22%	0.7	74	0.7%	i	59	i	0.5	8%
O=C(NCC(=O)N(c1ccccc1F)C(C(=O)NCC1CCCO1)c1ccccc1)c1ccco1 (configuration not stated)	-1.2%	-2%	-4%	13%	2.7	85	0.0%	i	16	i	0.9	1%
COc1ccc(CN(C(=S)Nc2ccccc2)C2CC(=O)N(c3ccc(F)cc3)C2=O)cc1 (configuration not stated)	-1.3%	23%	9%	22%	1.9	62	-0.3%	i	54	i	0.6	-25%
Nc1ccn([C@H]2C[C@H](O)[C@@H](CO)O2)c(=O)n1	-5.2%	-11%	2%	17%[20 µM]	0.3&-1.9	61&53	-0.1%	i	14&18	i	1.3&1.6	8%
O=C(CN1C(=O)C2(OCCCO2)c2ccccc21)NCCc1ccccc1	2.3%	-17%	-10%	0%	0.3	70	0.2%	i	20	i	9.7	-2%
Cc1ccc(C2NC(=O)NC3=C2CCc2ccccc23)cc1 (configuration not stated)	-3.6%	-73%	-21%	13%	0.0	44	-0.2%	i	47	i	3.3	-7%
O=C(NCCc1cnn(-c2ccccc2)c1)c1cc(COc2c(F)cccc2F)on1	-4.3%	-27%	14%	-6%[20 µM]	1.9	64	0.3%	i	54	i	0.3	-33%
C=CCSc1nc2nc(C)cc(C)n2n1	-0.8%	-10%	9%	-6%	0.2	85	0.5%	i	46	i	1.7	11%
CN(C)C(=S)Nc1cccc(-c2n[nH]c(=S)o2)c1	-9.0%	-22%	-3%	5%	0.2	40	0.2%	i	18	i	0.5	15%
O=C(O)C1(Cc2nc3ccccc3[nH]2)CCCC1	1.5%	-30%	18%	1%	-0.9	45	0.5%	i	36	i	1.8	15%
O=C(COc1cccc(C(F)(F)F)c1)NCCCN1CCCC1=O	-4.1%	-20%	12%	8%	1.3	42	-0.1%	·	·	i	2.3	4%
COC(=O)c1ccccc1NC(=O)CSc1nc(Nc2ccccc2)nc(N2CCOCC2)n1	-0.8%	4%	-4%	7%	1.3	49	0.7%	i	11	?	·	5%
Cc1cc(C)n(CCNC(=O)CC2C(=O)NCCN2CC2CCCCC2)n1 (configuration not stated)	·	-25%	-4%	-48%[20 µM]	0.1	90	0.4%	i	54	i	0.5	11%
O=C(CNC(=S)N(Cc1ccc(F)cc1)C1CCCCC1)NCCN1CCOCC1	-1.1%	-19%	12%	-24%	4.3	63	-0.3%	i	37	i	0.4	10%
CC1CC(C)CN(C(=O)COC(=O)Cc2ccc(Cl)cc2)C1 (configuration not stated)	1.4%	-7%	2%	-52%	-0.8	104	0.4%	i	33	i	0.9	-9%
Brc1cnc(N2CCOCC2)nc1N1CCCCC1	-3.6%	-1%	-14%	19%	2.5	66	-0.1%	i	19	i	0.8	4%
Cc1ccc(C2=NNC(=O)C(P(=O)(c3ccccc3)c3ccccc3)C2)cc1 (configuration not stated)	-0.3%	-16%	-6%	6%	3.4	42	0.8%	i	43	i	0.1	13%
COC(=O)CC1C(=O)NCCN1C(=O)CSc1nc2ccccc2o1 (configuration not stated)	-6.4%	-1%	2%	18%	0.9	63	0.5%	i	45	i	0.6	16%
O=C(Cn1cnc2ccccc21)N/N=C/C(Br)=C/c1ccccc1	·	-35%	4%	·	12	42	0.2%	i	31	i	0.6	4%
Cc1cc2c(cc1C)CN(c1ccccc1)C2	-3.6%	-4%	1%	41%	-0.1	50	-0.2%	i	20	i	0.4	-170%
CN1CC=C2C(C#N)=C(N)C(C#N)(C#N)C(CCc3ccccc3)C2C1 (configuration not stated)	-0.1%	-12%	?	16%	-4.5	85	-0.2%	i	66	i	0.7	2%
NC(=O)c1c(NC(=O)c2ccccc2F)sc2c1CCCC2	1.6%	-19%	-8%	-22%	4.9	59	-0.2%	i	54	i	1.1	-43%
O=C(NC1CCCCC1)c1cccc(S(=O)(=O)N2CCCCC2)c1	-2.3%	-3%	2%	-8%	-2.4	45	?	i	16	i	1.7	7%
COc1ccc2[nH]c3c(=O)n(CCCC(=O)NC4CCCCC4C)c(=S)[nH]c3c2c1 (configuration not stated)	8.3%	-14%	1%	-33%	-0.6	86	0.0%	i	16	i	2.2	5%
CS(=O)(=O)N(CC(=O)Nc1ccccc1C(=O)N1CCOCC1)c1cccc([N+](=O)[O-])c1	4.6%	-29%	24%	3%	0.4	69	-0.1%	i	42	i	0.6	6%
O=[N+]([O-])c1ccc(CN2CCN(Cc3c[nH]c4ccccc34)CC2)cc1	-0.9%	-24%	-1%	7%	-0.6	92	0.1%	i	26	i	0.1	-2%
Cc1ccc2oc(-c3cccc(NC(=O)c4cc(-n5cnnc5)ccc4Cl)c3)nc2c1	0.1%	-13%	10%	-66%	1.2	68	-0.2%	i	56	i	0.3	-17%
Cc1cc(-c2[nH]nc3c2C(c2ccc(Cl)cc2)C(C#N)=C(N)O3)c(C)s1 (configuration not stated)	-0.5%	-19%	0%	3%	0.3	58	-0.4%	i	40	i	0.5	5%
COc1cc(NC(=O)CN2c3cccc4cccc(c34)S2(=O)=O)cc(OC)c1OC	2.0%	-22%	5%	-20%	2.4	47	-0.2%	i	24	i	1.0	-5%
CC(C)CN1CN(S(=O)(=O)c2cccs2)c2nc3ccccc3nc21	-2.7%	-19%	3%	-3%	·	·	-0.3%	·	·	·	·	4%
